# Compound activity (PubChem)
# 3T3 cytotox: Cytotoxic Profiling in NIH 3T3 Cell Line of Diverse Libraries Using Quantitative High-Throughput Screening; Potency, µM (titrated, usually from 96.7 µM), without a hit: at the top dose activity change, negative = cytotoxicity, most hits filed as inhibitors; NIH 3T3 viability, CellTiter-Glo ATP luminescence, 48-72 h; actives 4.3% (n = 94,000); AID 1345082, 2018; further: potency means the concentration at half of the fitted maximal effect; nearly all actives have a fitted effect of over 55% in size
#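 Luminescent ATP readout (CellTiter-Glo, 10 min RT) after 48 or 72 hr compound exposure of NIH 3T3 cells seeded at 400 cells/well in 1536-well format; quantitative HTS.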
# FLuc inh: Firefly luciferase inhibition profiling of diverse chemical library using quantitative high-throughput screening | actives 2.5% (n = 76,000) | AID 1347043, 2019 | Potency, µM (titrated, usually from 115 µM), for the others: top-dose activity change, negative = inhibition, actives largely listed as inhibitors | Luciferin 4-monooxygenase (Photinus pyralis), P08659 | purified P. pyralis luciferase, luminescence, biochemical; further: potency means the concentration at half of the fitted maximal effect; nearly all actives have a fitted effect of over 65% in size
#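 FLuc 10nM, D-luciferin 10uM, ATP 10uM, Mg acetate 10mM, Tris acetate pH 7.5, Tween/BSA; cpd qHTS; enzyme added last; CCD luminescence.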
# GPT2 inh: Primary qHTS assay for inhibitors of Glutamate pyruvate transaminase 2 (GPT2); Potency, µM (series often up to 57.7 µM), without a hit: at the top dose activity change, negative = inhibition, usual class: inhibitors; Recombinant GPT2, coupled pyruvate oxidase/HRP Amplex Red fluorescence; actives 0.25% (n = 100,000); further: potency means the concentration at half of the fitted maximal effect; nearly all actives have a fitted effect of over 60% in size; many of its hits are not listed in these tables
# Target sequence (Q8TD30 whole entry, looked up): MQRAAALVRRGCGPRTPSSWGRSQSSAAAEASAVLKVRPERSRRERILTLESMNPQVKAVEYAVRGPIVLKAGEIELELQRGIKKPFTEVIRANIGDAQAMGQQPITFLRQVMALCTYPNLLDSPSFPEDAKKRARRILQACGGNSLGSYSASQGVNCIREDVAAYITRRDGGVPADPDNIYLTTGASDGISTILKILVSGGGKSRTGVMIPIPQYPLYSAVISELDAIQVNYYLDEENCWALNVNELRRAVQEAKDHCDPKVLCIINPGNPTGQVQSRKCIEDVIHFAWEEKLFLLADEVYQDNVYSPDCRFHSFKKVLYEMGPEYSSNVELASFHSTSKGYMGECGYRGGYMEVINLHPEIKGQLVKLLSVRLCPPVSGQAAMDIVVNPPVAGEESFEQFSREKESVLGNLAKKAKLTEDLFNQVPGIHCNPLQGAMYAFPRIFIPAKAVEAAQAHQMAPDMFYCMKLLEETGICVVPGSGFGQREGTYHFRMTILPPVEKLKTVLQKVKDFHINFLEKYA
#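 GPT2 10ng/uL, a-KG 250uM, L-Ala 2mM, HEPES pH7.5 + 0.0001% Tween; 30 min RT. Then Amplex mix (PO/HRP/ThPP), 30 min RT dark, fluorescence. AOA 50uM used as positive control.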
# IP6K1 inh: Primary qHTS assay for small molecule inhibitors of Inositol hexaphosphate kinase 1 (IP6K1) | IP6K1 kinase, ADP-Glo luminescence, 2 h; stronger effect = lower value | activity change, % (series mostly up to about 58 µM) | actives 0.81% (n = 140,000) | AID 1645851, 2021 | Inositol hexakisphosphate kinase 1 (Homo sapiens), Q92551; in the data active means activity change below about -25%
# Target sequence (Q92551 whole entry, looked up): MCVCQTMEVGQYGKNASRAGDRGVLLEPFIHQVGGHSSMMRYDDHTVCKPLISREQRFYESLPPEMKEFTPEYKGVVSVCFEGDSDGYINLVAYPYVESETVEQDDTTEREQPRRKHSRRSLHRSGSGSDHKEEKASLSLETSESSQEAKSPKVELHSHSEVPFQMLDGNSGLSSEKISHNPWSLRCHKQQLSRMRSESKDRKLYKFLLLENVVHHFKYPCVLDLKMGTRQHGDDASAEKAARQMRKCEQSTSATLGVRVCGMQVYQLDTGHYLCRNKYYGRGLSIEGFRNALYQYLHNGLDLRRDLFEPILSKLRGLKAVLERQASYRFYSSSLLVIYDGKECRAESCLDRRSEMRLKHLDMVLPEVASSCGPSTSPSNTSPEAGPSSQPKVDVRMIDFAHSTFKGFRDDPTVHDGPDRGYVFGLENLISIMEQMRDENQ
#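 ADP-Glo luminescence measures ADP made by human IP6K1 during a 2 h RT reaction with ATP/IP6 (mix at 1.3 mM/130 uM); top library doses 57.5 and 19.1 uM final.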
# SNCA viab count: GF-AFC viability counterscreen for inhibitors of alpha-synuclein gene (SNCA) expression | Potency, µM (top dose mostly 57.1 µM), without a hit: top-dose activity change, negative = cytotoxicity, hits mostly cytotoxic | HEK-293-SNCA-luc viability, GF-AFC fluorescence, 24 h | actives 0.12% (n = 150,000);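 further: potency means the concentration at half of the fitted maximal effect; 0% = DMSO-treated cells and -100% = medium-only wells without cells; nearly all actives have a fitted effect of over 30% in size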
#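 Cytotoxicity counterscreen: after 24 h compound treatment of genome-edited SNCA-luciferase HEK-293 cells, live-cell protease substrate GF-AFC read by fluorescence after 30 min; activity scaled between DMSO (0%) and medium-only (-100%), curves Hill-fitted.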
# SNCA expr inh: Primary qHTS assay for inhibitors of alpha-synuclein gene (SNCA) expression. actives 0.17% (n = 140,000). Potency, µM (titrated, usually from 57.2 µM), for inactives: top-dose activity change, negative = inhibition, most hits filed as inhibitors. HEK-293 SNCA-luciferase knock-in, luminescence, 24 h. AID 1671194, 2021;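 further: potency means the concentration at half of the fitted maximal effect; plate controls were DMSO cells for no effect and cell-free wells for full effect; nearly all actives have a fitted effect of over 45% in size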
# HEK293 tox: Cytotoxic Profiling in HEK 293 Cell Line of Diverse Libraries Using Quantitative High-Throughput Screening; HEK 293 viability, ATP luminescence (CellTiter-Glo), 48-72 h; Potency, µM (titrated, usually from 115 µM), without a hit: at the top dose activity change, negative = cytotoxicity, most hits filed as inhibitors; actives 6.6% (n = 94,000); AID 1345083, 2018; further: potency means the concentration at half of the fitted maximal effect; nearly all actives have a fitted effect of over 60% in size
#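 HEK 293 seeded at 250 cells/well receive compound via pintool. After 48 or 72 hr at 37 degree Celsius, 5% CO2 and 95% humidity, CellTiter-Glo is dispensed and luminescence read following 10 min at room temperature.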
# * marks the source's active call; other numbers are inactive results; i = inactive; ? = inconclusive; nt = no result given; [ ] = remark or other dose. Unless noted, the call rests on the fitted dose curve; in most records, active means well fitted curve in the direction sought with a large enough effect; inconclusive means small, poorly fitted or top-dose-only effect, or another doubt; inactive means no such curve, though single readings can be large; an effect the other way counts as inactive or inconclusive. Unless noted, on the % scale 0 is the no-effect control and ±100 the full control effect. Only part of the results is shown. The share of hits here may be higher or lower than overall.
# Under each structure – GPT2 inh	SNCA expr inh	HEK293 tox	IP6K1 inh	SNCA viab count	3T3 cytotox	FLuc inh
O[C@@H]1CCN(Cc2nc(C3(O)CCN(C4CCCC4)CC3)cs2)C1
    3.0%[88.5 µM]	0.5%[87.6 µM]	4.8%[172 µM]	5.6	-3.9%[87.6 µM]	-0.2%[174 µM]	-8.1%[172 µM]
COc1cc(NC(=O)CSc2nc3ncccc3o2)cc(OC)c1
    nt	24.7%	nt	0.3	7.5%	nt	nt
CNC(=O)[C@@H]1C[C@H](Oc2cccnc2)CN1C(=O)CCc1c[nH]c2ccccc12
    -21.1%	29.1%	-27.6%	3.7	-9.0%	?	-15.0%
Cc1cccc(-n2c3nc(=O)n(C)c(=O)c-3cc3c(Cl)cccc32)c1C
    nt	23.1%	nt	12.7	-2.0%	nt	nt
CC1=C[C@@H](CNC(=O)C(C)C)[C@H](C(C)C)C[C@H]1Cc1nc2ncccc2[nH]1
    -9.3%[88.5 µM]	7.4%[87.6 µM]	-23.3%[172 µM]	2.4	?	?	-3.0%[172 µM]
Cc1ccc(Nc2ccnc(N3CCCC3C(=O)N3CCC(C#N)CC3)n2)cc1 (stereo not given)
    -3.7%	17.1%	?	-4.0	-11.6%[12.5 µM]	-12.0%	nt
N#Cc1cccnc1-c1cccc(C(=O)NCCN[S+](=O)([O-])c2cccc(C(F)(F)F)c2)c1
    1.7%	-9.4%	?	-1.3	10.8%	-28.2%	nt
CC1(C)O[C@@H]2C[C@H]3[C@@H]4CCC5=CC(=O)CC[C@]5(C)[C@@]4(F)[C@@H](O)C[C@]3(C)[C@]2(C(=O)CCl)O1
    i	5.6%[25.6 µM]	nt	3.6	4.2%[23.9 µM]	nt	nt
CCn1cc(C(=O)N2C[C@H](CO)C[C@H](CN3CCCC3)C2)c(C)n1
    -3.8%	-6.2%	-1.8%	3.0	0.1%	i	-2.0%
CCc1noc(-c2nnn3c2COC(c2ccc(OC)cc2)C3)n1 (stereo not given)
    i	3.4%	-7.5%	0.0	-7.7%	-16.2%	5.8%
COc1cccc(C(=O)c2sc(Nc3ccc(C)cc3C)c(S(=O)(=O)c3ccccc3)c2N)c1
    nt	-10.9%	nt	-1.1	10.8%	nt	nt
CC(C)(C)C(=O)N1CCN(c2nc3c(F)cccc3s2)CC1
    nt	32.8%[activator]	nt	15.9	0.2%	nt	nt
CCCNC(=O)N1CCCC1c1nc(C2CCOCC2)no1 (stereo not given)
    i	-13.7%	-1.9%	-2.5	-0.7%	i	2.4%
COc1ccccc1CNC(=O)Cn1ncc2c(C)n(Cc3ccccc3Cl)c(C)c2c1=O
    nt	-5.4%	nt	-0.1	-6.4%	nt	nt
COc1ccc(CCC(=O)N2CCCCCCNC(=O)CC2)cc1
    0.3%	?	-6.7%	-2.3	-4.3%	-14.6%	-3.2%
CCc1ccc(N(CC)C(=O)Cn2c(=O)oc3ccccc32)cc1
    nt	-0.7%	nt	5.0	-3.4%	nt	nt
CCOc1ccc(NC(=O)Cn2c(=O)n(Cc3ccc(C(=O)NCc4ccc5c(c4)OCO5)cc3)c(=O)c3ccccc32)cc1
    nt	-3.6%	nt	0.2	-1.0%	nt	nt
Cc1cccc(NC(=O)CN2C(=O)c3cccc4cccc2c34)c1C
    nt	-7.5%	nt	-14.0	7.6%	nt	nt
COC(=O)c1ccccc1NC(=O)CN1C(=O)COc2ccccc21
    nt	24.1%	nt	13.1	-1.2%	nt	nt
O=C(NCCc1ccncc1)C1CN(C(=O)C2CCCCC2)CC12CCOCC2 (stereo not given)
    -9.3%	-5.2%	-27.9%	1.6	-3.3%	-10.8%	-2.7%
Cc1cc(C)cc(NC(=O)Cc2noc3ccccc23)c1
    nt	114.2%[activator]	nt	-1.2	-1.3%	nt	nt
CCOc1ccc(C(=O)N2C[C@@H](CO)[C@H](C(=O)NC)C2)cc1
    i	1.2%	-0.5%	-1.2	14.2%	-8.7%	-9.7%
COc1ccc(NC(=O)CN2CCN(Cc3ccccc3Cl)S2(=O)=O)cc1Cl
    nt	14.8%	nt	-29.4*	-11.3%	nt	nt
CCN1CC(C(=O)N2CCN(CCOc3ccccc3)CC2)CC1=O (stereo not given)
    -9.4%	18.4%	2.0%	-6.7	-6.2%	1.3%	11.7%
C[C@@H](c1ccccc1)N1C(=O)[C@@H]2CN(C(=O)c3ccc(N(C)C)cc3)CCN2C1=O
    -3.1%[88.5 µM]	-3.1%[87.6 µM]	?	1.6	-11.4%[87.6 µM]	-21.9%[174 µM]	?
COc1ccccc1-c1cccc(C(=O)N2CCC[C@H]2C(=O)NCC(F)F)c1
    i	0.1%	-23.6%	13.1	6.0%[12.5 µM]	-17.6%	nt
COc1cccc(-c2cc(C3CCN(S(=O)(=O)c4ccc(F)cc4F)CC3)[nH]n2)c1
    i	?	25.1µM*	-10.4	-21.3%	?	-0.4%
Cc1cnc(C2CC2)n1C1CCN(C(=O)c2ccoc2)CC1
    -14.5%	5.3%	-25.5%	-0.3	-1.8%	-6.5%	-8.6%
O=C(NCc1ccc(F)cc1)N1CCCC(Cn2cnc3cccnc32)C1 (stereo not given)
    -1.6%	?	-6.6%	-1.7	7.2%	-26.0%	0.1%
Cc1cc(C)c(S(=O)(=O)N2CCN(Cc3ccc4c(c3)OCO4)CC2)cc1C
    nt	1.3%	nt	-3.1	7.4%	nt	nt
O=C(C1CCCCC1)N1CCC2(CC1)CC(N(Cc1ccc(F)cc1)C1CC1)CCO2 (stereo not given)
    -2.8%	-10.8%	44.7µM*	-2.8	21.9%	?	-3.7%
CN1CC(=O)N(C2CCCNC2)Cc2c(NCCO)ncnc21 (stereo not given)
    -10.0%	-25.1%	-3.8%	3.4	1.2%	4.8%	nt
Cc1cccc2c1nc1n2[C@@H](CNC(=O)c2ccncc2)COC1
    i	-9.3%[87.6 µM]	0.8%[172 µM]	-6.1	-0.1%[87.6 µM]	0.9%[174 µM]	-4.8%[172 µM]
N#Cc1ccc(O[C@@H]2COCC[C@H]2NC(=O)CCn2ccc(=O)[nH]c2=O)cc1
    3.2%	12.5%	-1.8%	29.6	6.8%	-28.7%	-8.7%
CN(C(=O)CSc1nc2ncccc2o1)c1ccc(F)cc1
    nt	16.7%	nt	-4.1	-1.0%	nt	nt
COCCN1CCCCCC(O)c2cc(C(=O)N(C)Cc3ccc(N4CCCCC4)cc3)ccc21 (stereo not given)
    ?	-29.8%	?	5.1	-20.7%	39.8µM*	-15.9%
CCn1c(=O)n(-c2ccc(F)c(Cl)c2)c(=O)c2c3c(sc21)CN(C(C)=O)CC3
    nt	-13.4%	nt	12.7	-22.4%	nt	nt
Cc1ccc(C(=O)c2cn(Cc3cccc(C)c3)c3nc(C)ccc3c2=O)cc1
    nt	?	nt	8.7	?	nt	nt
O=C(c1ccnc2ccccc12)N1CCC2(CC1)Nc1ccccc1NC2=O
    ?	?	?	-11.1	?	-45.8%	-8.1%
COc1ccc(N2CCN(C(=O)Cn3c(-c4cccs4)cc4ccccc43)CC2)cc1
    nt	-11.4%	nt	3.6	12.8%	nt	nt
O=C(NCc1ccco1)c1ccc2c(c1)N(Cc1ccc(F)cc1)C(=O)c1ccccc1S2=O (stereo not given)
    nt	0.9%	nt	22.5	?	nt	nt
CN(C)C[C@@H]1CN(Cc2ccccc2)C[C@H]1NC(=O)c1ccn(C)n1
    i	22.0%	3.1%	1.9	5.4%	-0.9%	-6.3%
O=C(NCc1cccs1)C1CCN(Cc2ccccc2-c2cccnc2)CC1
    -5.8%	-12.5%	?	13.5	-1.3%[12.5 µM]	-29.7%	nt
CCOC(=O)c1c(C)oc2c(Cl)cc(NS(=O)(=O)c3ccc(Cl)c(C)c3)cc12
    nt	-3.5%	nt	21.3	0.1%	nt	nt
CN(Cc1cccnc1)c1ccc2ncc(Nc3cccc(C(F)(F)F)c3)n2n1
    ?	?	39.8µM*	-16.4	-8.6%[87.6 µM]	?	7.2%[172 µM]
O=C(NCCc1ccc(Cl)cc1)c1ccc2c(c1)nc1n2CCOC1
    nt	84.9%[activator]	nt	1.4	2.3%	nt	nt
CNC(=O)c1cc(-c2ccc(C)cc2)cc2c1OCCN2Cc1cccnc1
    -1.1%[88.5 µM]	-13.6%[87.6 µM]	?	-28.7*	-5.0%[87.6 µM]	?	-11.8%[172 µM]
CC1=CC2/C=C(\C)CCC(O)C(=O)C(O)CC(=O)C23C(=O)NC(CC(C)C)C3C1C (stereo not given)
    0.6%[27.3 µM]	nt	nt	-4.3	-24.8%[23.9 µM]	nt	nt
Cc1cccc(NC(=O)CSc2nc(-c3ccco3)nc3cc(=O)[nH]n23)c1
    nt	12.1%	nt	-3.1	-6.4%	nt	nt
Cc1ncoc1C(=O)N1CC(c2noc(C3CCCN3CC3CC3)n2)C1 (stereo not given)
    -3.3%	24.1%	-2.5%	17.2	-2.4%[12.5 µM]	-7.0%	3.1%

# Going on with the list:
# Under each structure – GPT2 inh	SNCA expr inh	HEK293 tox	IP6K1 inh	SNCA viab count	3T3 cytotox	FLuc inh
CCOC(=O)C1=CN(CC(=O)NCc2ccc(Cl)cc2)S(=O)(=O)N=C1C
    i	-16.7%	?	13.3	?	-20.2%	-0.4%
Cc1cnc(C(=O)NC2C[C@H]3CC[C@@H](C2)N3C(=O)c2ccc(Br)o2)cn1 (stereo not given in full)
    2.6%	-14.5%	i	17.5	4.8%	-14.7%	4.9%
CCc1cc(=O)n(CC(=O)Nc2ccc(OC)cc2)c(-c2cccc(F)c2)n1
    -1.0%	-39.0%	?	-0.1	-11.1%	?	27.8%
CC(C)NC(=O)N1CCCC(c2noc(COc3ccccc3F)n2)C1 (stereo not given)
    i	84.2%[activator]	-8.2%	7.4	0.6%	-21.0%	-6.1%
O=C([C@@H]1C[C@H](F)CN1C(=O)Nc1cccc(Cl)c1)N1CCCCC1
    i	4.1%	5.1%	9.3	-17.1%	3.4%	-4.1%
O=C(NCc1ccc(F)c(F)c1)C1CCCN(c2ccnc3ccnn23)C1 (stereo not given)
    i	10.2%	?	17.0	-11.8%	?	nt
CC(C)NC(=O)N1CC2ON=C(C(=O)N3CCOCC3)C2C1 (stereo not given)
    i	9.1%	-4.6%	6.1	4.1%	-1.5%	nt
